AHR act: AHR activators, primary screen, cell-based, luminescence, luciferase reporter, human; AID 2796, 2010; 320,000 tested, 2.5% active; activation, % at 5 µM; Aryl hydrocarbon receptor (Homo sapiens), P35869; AHR-responsive luciferase reporter cells; in the data active = activation above about 47%;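 note: 0% = vehicle wells and 100% = reference agonist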
RPL19A-GFP yeast: RPL19A-GFP expression modulators in yeast, primary screen, cell-based, S. cerevisiae, multiplex flow cytometry, MLPCN. 330,000 tested, 0.3% active. percent response vs DMSO, % at 10 µM. AID 2025, 2009. S. cerevisiae RPL19A-GFP strain, 3 h; hits give low values;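 active = percent response vs DMSO below 50%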;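 note: median channel GFP fluorescence of the barcoded RPL19A-GFP strain; ratio of sample median GFP to plate DMSO average so 100% = DMSO; lower means less RPL19A-GFP as with rapamycin TOR inhibition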
ZTA counter: counter-screen for EBNA-1 inhibitors: inhibitors of Epstein-Barr virus ZTA; P03206; ZTA-DNA binding, fluorescence polarization; inhibition, % at 11 µM; 320,000 tested, 0.15% active; in the data active = inhibition above about 33%
EBNA-1 inh: EBNA-1 DNA-binding inhibitors, primary screen, biochemical, fluorescence polarization; inhibition, % at 14.8 µM; 300,000 tested, 0.34% active; AID 1950, 2009; in the data active = inhibition above about 28%
proCasp7 act: procaspase-7 activators, primary screen, counter-screen for procaspase-3 activator project, biochemical, absorbance, HTS, human. Caspase-7 (Homo sapiens), P55210. recombinant procaspase-7, Ac-DEVD-pNA absorbance 405 nm; D23A/D198A/D206A triple mutant, cannot self-cleave; scale: DMSO 0, 5 µM enzyme 100. activation, % at 8.5 µM. 330,000 tested, 0.093% active. AID 463210, 2010;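 active = percent activation above the screen-wide mean plus 3 SD, cut at about 25% in these data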
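Assay system: Uncleavable procaspase-7 mutant enzyme | Input: 2 µM procaspase-7 mutant as dispensed | Timing: 1 h compound preincubation, 2 h substrate cleavage, 25 °C | Repeats: One well per compound | Control set: DMSO wells as 0%, DMSO with 5 µM added PC-7 as 100% | Technique: Epi-absorbance of released pNA at 405 nm, two timepoints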
MEP2 TOR yeast: modulators of MEP2-GFP levels in yeast, primary screen, S. cerevisiae, multiplex flow cytometry, MLPCN library. 330,000 tested, 0.51% active. S. cerevisiae MEP2-GFP strain, 3 h; 100% = DMSO control level. AID 2016, 2009. GFP response vs DMSO, % at 10 µM;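 active = GFP response versus DMSO above a set limit, roughly screen mean plus 3 SD, cut at about 180% in these data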;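 note: median GFP fluorescence of the barcode-gated MEP2-GFP cells per well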
proCasp3 act: activators of human procaspase-3 D3A mutant, primary screen, biochemical, absorbance, PC-3 D3A mutant, single concentration. Caspase-3 (Homo sapiens), P42574. recombinant procaspase-3 D3A, Ac-DEVD-pNA absorbance 405 nm. activation, % at 8.5 µM. 330,000 tested, 0.11% active. AID 463141, 2010;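 active = activation above the mean of all tested compounds plus 3 SD, cut at about 21% in these data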;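 note: 0% = DMSO alone and 100% = DMSO wells spiked with extra 5 µM PC-3 D3A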
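Evaluation: percent activation relative to control range; Material: Procaspase-3 D3A mutant, all three cleavage aspartates alanine; Compound: single dose, 8.5 µM nominal compound, 0.8% DMSO; Replication: one well per compound; Signal: absorbance at 405 nm, 0 and 120 min; Schedule: 1 h preincubation plus 2 h reaction at 25 °C.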
LAP4 TOR yeast: modulators of LAP4-GFP expression in yeast, primary screen, S. cerevisiae, multiplex flow cytometry, MLPCN library; 3 h; median GFP as percent of DMSO wells; 320,000 tested, 0.34% active; AID 2023, 2009; GFP response vs DMSO, % at 10 µM;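 active = GFP response vs DMSO above a set limit, about the screen mean plus 3 SD, cut at about 150% in these data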
Active calls of the source: *; · = not tested or not shown.

molecule | AHR act | RPL19A-GFP yeast | ZTA counter | EBNA-1 inh | proCasp7 act | MEP2 TOR yeast | proCasp3 act | LAP4 TOR yeast
CCCOC(=O)c1ccc(NC(=O)CSC2=Nc3ccccc3C3CC=NN23)cc1 (stereo unspecified) | 17 | 96 | 1 | -3 | 11 | 101 | 0 | 102
CSc1nnc(C)c(/C=C/Nc2ccc(Cl)cc2)n1 | 50* | 103 | 11 | 5 | -7 | 118 | -3 | 114
CCC(=O)c1ccc(OCC(O)CN2CCc3ccccc3C2)cc1 (stereo unspecified) | 2 | 97 | 4 | 7 | 2 | 108 | 2 | 99
CC(C)CNS(=O)(=O)c1cc(C(=O)OCC(=O)N(C)C2CCS(=O)(=O)C2)c(Cl)cc1Cl (stereo unspecified) | -1 | 94 | 17 | -5 | 3 | 90 | 6 | 101
CN(c1ccc(OCC(=O)N2CCOCC2)cc1)S(=O)(=O)c1ccc(F)cc1 | -1 | 98 | -7 | -2 | 2 | 101 | 9 | 107
O=C(O)c1cccc(Nc2ncnc3c2cnn3-c2ccccc2)c1 | 1 | 102 | 8 | 13 | 12 | 102 | 4 | 128
Cc1ccc(/C=N/Nc2ccnc3cc(Cl)ccc23)c(C)c1 | 87* | 101 | 2 | -1 | -48 | 113 | -39 | 100
COC(=O)C(CC(C)C)Oc1ccc2c(C)cc(=O)oc2c1 (stereo unspecified) | 4 | 95 | 0 | 6 | 13 | 96 | -2 | 104
CC(C)=C(NC(=O)c1ccccc1)C(=O)N/N=C(\C)c1ccccc1O | 2 | 100 | 4 | 12 | 6 | 99 | -3 | 93
Cc1nc(SCC(=O)Nc2nc3ccccc3s2)n[nH]1 | 23 | 108 | -14 | 4 | 3 | 126 | 7 | 107
O=C(NCc1ccncc1)Nc1ccccc1Cl | 9 | 97 | 18 | 18 | 14 | 100 | -1 | 90
COc1ccccc1C/C(N)=N/OC(=O)COc1cccc(C)c1 | 1 | 106 | -6 | 0 | 3 | 104 | 4 | 100
CCc1ccccc1NC(=O)C1=CC(c2ccc(OC)c(OC)c2)=NS(=O)(=O)N1C | 0 | 104 | 9 | 4 | 9 | 104 | 6 | 113
CCOC(=O)Cn1nc2sc3ccccc3n2c(=O)c1=O | 2 | 101 | 3 | -2 | 5 | 98 | 5 | 111
CCN(CC)S(=O)(=O)c1ccc(C(=O)Nc2nnc(CSC)o2)cc1 | 1 | 114 | 7 | 20 | -4 | 111 | -6 | 97

Arranged by the number under proCasp3 act (largest number first): four from the list above.
Compound	proCasp3 act
Cc1nc(SCC(=O)Nc2nc3ccccc3s2)n[nH]1	7
CCC(=O)c1ccc(OCC(O)CN2CCc3ccccc3C2)cc1 (stereo unspecified)	2
CCCOC(=O)c1ccc(NC(=O)CSC2=Nc3ccccc3C3CC=NN23)cc1 (stereo unspecified)	0
O=C(NCc1ccncc1)Nc1ccccc1Cl	-1

The results go on.
molecule | AHR act | RPL19A-GFP yeast | ZTA counter | EBNA-1 inh | proCasp7 act | MEP2 TOR yeast | proCasp3 act | LAP4 TOR yeast
NC(=O)c1nsc(C(=O)N(c2ccccc2F)C(C(=O)NCc2ccccc2)c2ccc(O)cc2)c1N (stereo unspecified) | 5 | 108 | 6 | 7 | 34* | 104 | 18 | 88
O=C(CCNS(=O)(=O)c1cccc(C(F)(F)F)c1)NC1CC1 | -2 | 91 | -1 | · | -5 | 96 | -6 | 95
Cc1ccc(C(=O)OCC(=O)NCC2CCCO2)c(C)c1 (stereo unspecified) | 0 | 112 | -1 | 7 | 3 | 109 | 6 | 107
CCOC(=O)c1c(NC(=O)CSc2c[nH]c3ccccc23)sc2c1CCC2 | 5 | 98 | -11 | 8 | 1 | 99 | 3 | 109
O=C(CCCn1c(=S)[nH]c2cc3c(cc2c1=O)OCO3)N1CCN(c2ccccc2F)CC1 | 1 | 100 | -17 | 1 | 1 | 106 | -12 | 103
Cc1cc(NCc2ccccn2)ccc1Br | 4 | 97 | -10 | -1 | 2 | 96 | 3 | 105
O=C(c1ccccc1)N1CCCCC(Cl)C1=O (stereo unspecified) | 1 | 103 | 4 | -1 | 10 | 97 | 6 | 96
COCCNC(=O)/C=C/c1c(Cl)cccc1Cl | 4 | 97 | -22 | -1 | -1 | 94 | -1 | 86
CCn1cc(C(=O)O)c(=O)c2cc(F)c(N3CCN(C(=S)NC(=O)c4ccccc4)CC3)cc21 | 0 | 101 | 5 | 7 | 2 | 102 | 6 | 109
CN1CCc2c(sc(NC(=O)C3CCCCC3)c2C(N)=O)C1 | 15 | 96 | -14 | -10 | 8 | 99 | 1 | 101
CCOc1ccc2nc(SCC#N)c(C#N)cc2c1 | -19 | 108 | -23 | -3 | -4 | 106 | 0 | 110
Cc1ccc(S(=O)(=O)N[C@H](C(=O)OCC(=O)NC(=O)C2CCCCC2)C(C)C)cc1 | 1 | 99 | · | · | 6 | 92 | -1 | 89
COc1cc(CNCCc2ccc(S(N)(=O)=O)cc2)ccc1OCC(=O)NC1CCCCC1 | 7 | 97 | -14 | -7 | -6 | 101 | 3 | 96
Cc1cc(/C=C2\SC(=S)NC2=O)c(C)n1-c1ccc(O)cc1 | 4 | 97 | -2 | 3 | -8 | 107 | -12 | 106
COc1ccccc1C1CCN(C(=O)c2ccco2)CC1 | -2 | 101 | 14 | 9 | 2 | 98 | 8 | 120

Other compounds
molecule | AHR act | RPL19A-GFP yeast | ZTA counter | EBNA-1 inh | proCasp7 act | MEP2 TOR yeast | proCasp3 act | LAP4 TOR yeast
Cc1ccc(S(=O)(=O)NC(=O)Nc2cc(C)ccc2F)cc1 | -1 | 101 | -22 | -11 | 4 | 101 | -2 | 106
Clc1ccc(-c2cn3c(n2)CCC3)cc1 | -4 | 97 | -8 | -10 | 6 | 102 | 4 | 102
CCOc1cc(C=O)ccc1OS(=O)(=O)c1ccc(NC(C)=O)cc1 | -3 | 108 | 10 | 11 | 2 | 115 | 0 | 95
Cc1ccc(NC(=O)C2CC(=O)N(c3ccc4c5c(cccc35)CC4)C2)cc1 (stereo unspecified) | 4 | 96 | -8 | 2 | -1 | 98 | 0 | 95
Cc1ccc2oc(-c3cccc(NC(=O)C4CCCO4)c3)nc2c1 (stereo unspecified) | 72* | 93 | 16 | 11 | -5 | 96 | 3 | 121
O=C(c1cccc(F)c1)N1CCCN(C(=O)c2cccc(F)c2)CC1 | -3 | 103 | 22 | 0 | -3 | 103 | 4 | 95
CC(C)c1ccccc1OCC(=O)Nc1cc(S(=O)(=O)N2CCOCC2)ccc1N1CCCC1 | 1 | 94 | -17 | -1 | -5 | 109 | 6 | 103
CC1=C(C(=O)Nc2cc(C(=O)N3CCN(c4cccc(C)c4C)CC3)ccc2C)SCCO1 | 0 | 103 | 6 | 1 | -2 | 108 | 5 | 109
Cc1ccc(S(=O)(=O)N2CCOCC2)cc1NC(=O)COC(=O)C1=COCCO1 | 3 | 100 | 7 | 6 | 4 | 98 | -3 | 97
Cc1cc(C)nc(NC(=S)NC(=O)c2ccccc2)n1 | 2 | 104 | 1 | 0 | -17 | 113 | 0 | 106
O=C(NNC(=O)c1ccccc1C(=O)O)c1ccc(-c2ccccc2)cc1 | 15 | 101 | -21 | -2 | -1 | 112 | 1 | 104
CCCS(=O)(=O)c1cscc1NC(=O)c1c(-c2c(F)cccc2Cl)noc1C | 3 | 95 | 12 | -7 | 1 | 89 | -7 | 102
O=C(NC1CCCc2ccccc21)c1cccnc1 (stereo unspecified) | 6 | 98 | 9 | -4 | 1 | 95 | -10 | 101
Cc1ccc(Cn2ccc(NC(=O)c3cc(C(C)C)on3)n2)cc1 | 2 | 99 | -4 | 7 | 12 | 107 | 1 | 110
Cc1cc(C)nc(NC(=O)c2cc(Br)ccc2Cl)n1 | 9 | 100 | 0 | -14 | 9 | 108 | -4 | 98

(list continues)
molecule | AHR act | RPL19A-GFP yeast | ZTA counter | EBNA-1 inh | proCasp7 act | MEP2 TOR yeast | proCasp3 act | LAP4 TOR yeast
COc1ccc(NC(=O)Cn2cnc3c(cnn3C(C)(C)C)c2=O)cc1OC | -2 | 98 | 5 | 2 | 5 | 100 | 4 | 106
COC(=O)[C@H](CCSC)NC(=O)Nc1ccc(C)cc1C | -1 | 101 | 13 | 8 | 2 | 107 | 9 | 107
O=C(NCC1CCCO1)C1CCN(S(=O)(=O)Cc2ccccc2)CC1 (stereo unspecified) | -1 | 100 | -9 | 0 | 10 | 99 | 1 | 100
CC1=NN(c2cccc(Cl)c2)C(=O)C1 | 4 | 95 | -1 | -2 | 2 | 92 | 8 | 130
CCN(CC)CCCNC(=O)c1cn(-c2cccc(OC)c2)c(=O)c2ccccc12 | 1 | 98 | -8 | 7 | 1 | 107 | 4 | 91
c1ccc(Nc2ncnc3c2oc2ccccc23)cc1 | 29 | 99 | -2 | 4 | 7 | 105 | -6 | 121
CC(C)CC(=O)NC(=S)N(Cc1ccccc1)Cc1ccccc1 | -1 | 103 | 4 | -8 | -9 | 98 | -1 | 89
Cc1ccnc(SCC(=O)N2CCN(C(c3ccccc3)c3ccccc3)CC2)n1 | 0 | 101 | -4 | -6 | 6 | 111 | -3 | 106
Cn1c(O)c(N=Nc2ccccc2[N+](=O)[O-])c2ccccc21 | 45 | 105 | -8 | -6 | 14 | 108 | 1 | 100
Cc1oc2ccc(Br)cc2c(=O)c1-c1nn[nH]n1 | 0 | 92 | -6 | -3 | -1 | 97 | 9 | 126
Cc1[nH]nc(SCC(=O)Nc2ccc(C#N)cc2)c1[N+](=O)[O-] | 0 | 101 | -2 | -9 | -5 | 105 | -4 | 99
O=C(C1COc2ccccc2O1)N1CCN(c2ccccc2)CC1 (stereo unspecified) | 3 | 95 | 11 | 0 | 9 | 96 | 3 | 95
CCOc1ccc(Nc2nc(Cc3nnc(SCC(=O)NCc4ccco4)n3CC)cs2)cc1 | 7 | 102 | 9 | 5 | 0 | 102 | 6 | 91
CCc1nnc(NC(=O)c2nn(-c3ccccc3)nc2C)s1 | 28 | 100 | -18 | -5 | 3 | 102 | 0 | 115
O=C(CNC(=O)c1cccnc1)N=Nc1c(O)[nH]c2c(Br)cc(Br)cc12 | 14 | 99 | 2 | -13 | 1 | 103 | 9 | 97
CN(C)c1ccc(C(=O)Nc2cc(C(F)(F)F)ccc2-n2cncn2)cc1 | 6 | 93 | -5 | -11 | -1 | 105 | 8 | 106
CCN(CC)S(=O)(=O)c1cc(NC(=O)C(=O)c2c(-c3ccccc3)cc3ccccn23)ccc1C | 3 | 99 | 2 | 2 | -2 | 97 | 9 | 98
O=C(CS(=O)(=O)c1ccccc1)c1cc2cc(F)ccc2oc1=O | 7 | 103 | 20 | 2 | 1 | 97 | 5 | 99

An excerpt from the list above:
molecule | AHR act | RPL19A-GFP yeast | ZTA counter | EBNA-1 inh | proCasp7 act | MEP2 TOR yeast | proCasp3 act | LAP4 TOR yeast
CCN(CC)S(=O)(=O)c1cc(NC(=O)C(=O)c2c(-c3ccccc3)cc3ccccn23)ccc1C | 3 | 99 | 2 | 2 | -2 | 97 | 9 | 98
O=C(CS(=O)(=O)c1ccccc1)c1cc2cc(F)ccc2oc1=O | 7 | 103 | 20 | 2 | 1 | 97 | 5 | 99

Grouped by structure, those above containing a cyano group
molecule | AHR act | RPL19A-GFP yeast | ZTA counter | EBNA-1 inh | proCasp7 act | MEP2 TOR yeast | proCasp3 act | LAP4 TOR yeast
CCOc1ccc2nc(SCC#N)c(C#N)cc2c1 | -19 | 108 | -23 | -3 | -4 | 106 | 0 | 110
Cc1[nH]nc(SCC(=O)Nc2ccc(C#N)cc2)c1[N+](=O)[O-] | 0 | 101 | -2 | -9 | -5 | 105 | -4 | 99

Source: PubChem BioAssay (several laboratories)

The order is random. Share with any hit: about 3.8%.
